Screens: PubChem BioAssay, Sanford-Burnham Center for Chemical Genomics
mouse EphA4 binding – inhibitors of EphA4 binding to KYL peptide, primary screen, biochemical, colorimetric, mouse EphA4 (AID 689). Ephrin type-A receptor 4 (Mus musculus). EphA4-AP binding to KYL peptide, pNPP A405; higher % means a stronger effect. inhibition, % at 10 µM, or IC50 in µM where a hit was titrated. actives 0.1% (n = 62,000); in the data active means a potency from the dose series; inactive means the rest, 99 in 100 with inhibition below about 22%
The depositor's hits bear a star; & = joins results of further samples. Only part of the results is shown; count on the stated rates, not on these rows.

SMILES	mouse EphA4 binding
Cc1ccc(-c2nc(CSCC(=O)Nc3cc(C)on3)c(C)o2)cc1	14%
O=C(NCCN1CCN(c2ccccc2)CC1)C1CCCN(S(=O)(=O)c2cnc[nH]2)C1 (stereo not drawn)	2%
CCN1CCCC1CNC(=O)c1ccc2c(=O)n(CCOC)c(=O)[nH]c2c1 (stereo not drawn)	-1%
Nc1ccccc1S(=O)(=O)c1ccccc1N	1%
Cc1nc(SCC(=O)Nc2c(C)n(C)n(-c3ccccc3)c2=O)nc(C)c1C	-5%
COc1cccc(-c2nnc3sc(C4CCCCC4)nn23)c1	-13%
COc1ccc(CSc2nc(CSC)cc(N3CCOCC3)n2)cc1	3%
Cc1cccc(C(=O)N2CCC(c3nc(-c4ccc(S(=O)(=O)N5CCOCC5)cc4)no3)CC2)c1	-23%
COC(=O)COc1ccc(S(=O)(=O)N2CCN(c3ccccc3F)CC2)cc1	6%
O=C1C2C3C=CC(CC3)C2C(=O)N1/N=C/c1ccc(O)cc1 (stereo not drawn)	-3%
CC1Cc2ccccc2N1C(=O)CCN1C(=O)C2C3C=CC(C3)C2C1=O (stereo not drawn)	6%
CC(C(=O)O)N1C(=O)CSc2ncccc21 (stereo not drawn)	-6%
Clc1ccc2c(c1)C(c1cccs1)=NNC(c1cccnc1)=N2	-3%
COc1ccc(/C=C2\OC(=O)c3c(OC)cccc32)cc1OC	0%
Cn1ncc(C#N)c1NC(=O)c1cc(-c2ccccc2Cl)on1	-5%
O=C(NCc1ccco1)C(Cc1ccccc1)NS(=O)(=O)c1cccc2nsnc12 (stereo not drawn)	0%
N#Cc1ccc(CNc2cnccn2)cc1	3%
CC(C)NC(=O)c1ccc(Cl)c(Cl)c1	-12%
COc1ccc(-c2nn(CC(=O)N3CCCCC3)c(=O)c3ccccc23)cc1	10%
CC(=O)Nc1cc2c(cc1NC(=O)Cn1nc(-c3ccccc3F)ccc1=O)OCCO2	-16%
COc1ccc(/C(C#N)=C/c2c(-c3ccc(Cl)cc3)nc3c(C)cccn23)cc1	2%
CC(C)Cn1nc(NC(=O)C2CCCO2)c2cc3ccccc3nc21 (stereo not drawn)	-4%
Cc1ccc(C2=CC(c3ccc(N(C)C)cc3)n3nnnc3N2)cc1 (stereo not drawn)	-19%
CCN1CCc2c(C#N)c(NCc3ccccc3)nc(NCCO)c2C1	8%
Cc1ccc(S(=O)(=O)N(C)CCCC(=O)Nc2ccccc2C)cc1	-9%
c1ccc2c(c1)nc1n2CCN1CCNC1CCCCC1	1%
CCOc1ccccc1NC(=O)CC1NCCNC1=O (stereo not drawn)	-14%
COc1cc(CNCCc2c[nH]c3ccccc23)ccc1OCc1ccccc1F	-9%
Cc1cc(OCC(=O)NCCO)cc(C)c1Cl	-11%
O=C(c1ccc(F)cc1)C1CCN(C(=S)Nc2ccccc2)CC1	-11%
COc1cc2c(cc1NC(=O)c1cccc([N+](=O)[O-])c1C)oc1ccccc12	-5%
O=C(C1CCN(S(=O)(=O)c2cccc3cccnc23)CC1)N1CCc2ccccc21	-1%
O=C(CCNS(=O)(=O)c1ccc2c(c1)CCC(=O)N2)NCc1ccc2c(c1)OCO2	-12%
O=C(NC1CCCCC1)c1cnn2c(C(F)(F)F)cc(-c3ccco3)nc12	3%
Cc1ccc(-n2c(=O)[nH]c3c(C(N)=O)nc(-c4ccc(C)o4)nc32)cc1	-8%
CC(C)CNC(=O)c1cccc(NC(=O)c2ccc(F)cc2)c1	2%
CC1=C(C(=O)Nc2cccc(Cl)c2C)C(c2ccc([N+](=O)[O-])cc2)NC(=S)N1 (stereo not drawn)	-2%
CC(C)CNS(=O)(=O)c1ccc(S(=O)(=O)N2CCCN(Cc3ccccc3)C2)cc1	0%
Cn1cnnc1SCC(=O)Nc1sc2c(c1C(N)=O)CCC2	9%
O=C(CCNS(=O)(=O)c1ccccc1[N+](=O)[O-])Nc1ccc(Br)cc1	1%
COCCN1C(=O)c2ccc3c4c(ccc(c24)C1=O)CC3	5%
O=C(Oc1ccccc1N1C(=O)C2CCCCC2C1=O)c1ccccc1 (stereo not drawn)	-16%
CSc1n[nH]c(NC2=CC(=O)CCC2)n1	-4%
O=C(Nc1nccs1)c1ccc(Cl)cc1[N+](=O)[O-]	-5%
CC(C)CCn1c(CN(C)Cc2ccccc2)nc2c1c(=O)n(C)c(=O)n2C	6%
CCCCCCC(=O)Nc1ccc(C(=O)N/N=C/c2cccnc2)cc1	-6%
Fc1ccc(C2=Nn3c(Cc4ccccc4F)nnc3SC2)cc1	-8%
COc1cc(Cl)ccc1NC(=O)COc1ccccc1C(=O)N1CCN(c2ccc(O)cc2)CC1	6%
O=C(COc1cccc2ccccc12)NCC1CCCO1 (stereo not drawn)	4%
CN(C)c1nc(-c2ccccc2)c2cnn(Cc3ccccc3)c2n1	15%
(more compounds)
SMILES	mouse EphA4 binding
Cc1ccccc1-c1nnc(SCc2ccccc2F)o1	-12%
N/C(=N\OC(=O)N1CCOCC1)c1ccccc1	-7%
CCOC(=O)C1(C(=O)O)NC(=O)CC1c1ccccc1 (stereo not drawn)	0%&7%
COc1ccc(NC2=NC(=S)N(c3ccc(C)cc3)C23CCCCC3)cc1	-18%
C1CCC(c2nn3c(-c4n[nH]c5c4CCC5)nnc3s2)CC1	11%
COc1ccc(-n2c(SCC(=O)Nc3ccccc3)nc3c(c2=O)SCC3)cc1	-30%
CN1C(=O)C(=Cc2ccccc2OCc2ccc([N+](=O)[O-])cc2)C(=O)N(C)C1=O	9%
CCn1c(COc2ccccc2C)nnc1SCC(=O)NCc1ccccc1	-1%
Cc1noc(C)c1CSCC(=O)N1CCN(c2ccc(F)cc2)CC1	-4%
CN1CCN(S(=O)(=O)c2cccc(C(=O)N(c3ccccn3)C3CCCCC3)c2)CC1	-16%
N#Cc1cc(N)c(Nc2ccccc2)cc1C#N	-8%
CCOC(=O)NC(=O)CSc1nc2ccc(OCC)cc2[nH]1	-4%
Cc1nc(SCC(=O)c2c(C)[nH]c3ccccc23)c2c(=O)n(C)c(=O)n(CC(C)C)c2n1	5%
O=[N+]([O-])c1cc(-c2n[nH]c(-c3ccccc3)n2)cc([N+](=O)[O-])c1	16%
COc1cccc(OC)c1/C(O)=C(\C#N)c1nc2ccccc2[nH]1	-5%
CCn1ccnc1C(O)c1ccc(N(C)C)cc1 (stereo not drawn)	-5%&1%
COc1cccc(N2CCN(c3ncnc4c3[nH]c3ccc(F)cc34)CC2C)c1 (stereo not drawn)	-9%
COc1ccc(-n2c(-c3cccc(OC)c3)nc(=S)c3c2CCCC3)cc1	-8%
COc1ccc(S(=O)(=O)N2C3CCC2CC(NC(=O)C2CC2)C3)cc1 (stereo not drawn)	-26%
O=C(Nc1ccc2c(c1)OCCO2)C1CCN(S(=O)(=O)c2cccs2)CC1	-9%
Cc1ccc(C(=O)CSc2nnc(CNc3nc(-c4ccccc4)cs3)n2C)cc1	9%
Cc1ccc2nc3c(cc(C#N)c(=N)n3CC3CCCO3)c(=O)n2c1 (stereo not drawn)	-18%
O=C(O)c1ccc(Cl)c(S(=O)(=O)N2CCCCCC2)c1	-10%
COc1ccc(-c2noc(CCCC(=O)Nc3ccc(C(N)=O)cc3)n2)cc1	-6%
CN1CCN(CCNC(=O)c2cc3c(=O)n(C)c4ccccc4c3n2C)CC1	-15%
Fc1nc(N2CCCC2)c(F)c(Oc2ccccc2Oc2c(F)c(F)nc(N3CCCC3)c2F)c1F	0%
Cc1cc(C)n(CC(=O)Nc2ccccc2)n1	-6%
C=CCOc1ccc(/C=C2\SC(=S)N(Cc3ccccc3)C2=O)cc1OC	3%
Cc1ccccc1-c1cc(-c2ccccc2O)on1	-7%
COc1ccc(CNC(=O)C(C)OC(=O)c2cccn2C)cc1 (stereo not drawn)	-6%

Looked up one by one from above:
SMILES	mouse EphA4 binding
O=C(O)c1ccc(Cl)c(S(=O)(=O)N2CCCCCC2)c1	-10%
C=CCOc1ccc(/C=C2\SC(=S)N(Cc3ccccc3)C2=O)cc1OC	3%

(cont.)
SMILES	mouse EphA4 binding
CCCN(C(=O)c1ccccc1N)c1c(C)n(C)n(-c2ccccc2)c1=O	-14%
Brc1c(CSc2nncn2-c2ccccc2)nc2ncccn12	14%
O=C(COC(=O)c1ccc(Br)c(S(=O)(=O)N2CCOCC2)c1)NCC1CCCO1 (stereo not drawn)	-5%
CCN(CC)CCOC(=O)c1cccc(Cl)c1	3%
O=[N+]([O-])c1ccc(N2CCN(CCO)CC2)cc1NCCc1ccccc1	-1%
NC(=O)C1CCN(C2=C(Cl)C(=O)c3ccccc3C2=O)CC1	1%
O=C(CSc1nc2ccccc2o1)NC(=O)NCc1ccccc1	0%
CC(NC(=O)c1cn(C)c2ccc(S(=O)(=O)N3CCCC3)cc2c1=O)c1ccc2c(c1)OCCO2 (stereo not drawn)	-10%
CCn1c2ccccc2c2nnc(SCc3ccc(C(=O)OC)o3)nc21	13%
Cc1cc2nsnc2c(S(=O)(=O)NCC(=O)O)c1C	-5%
COc1cccc(CC(NC(C)=O)C(=O)NC2CCN(c3nnnn3-c3ccccc3)CC2)c1 (stereo not drawn)	-8%
O=C(NCCCN1CCCC1=O)c1cccc(N2CCCC2=O)c1	-10%
COC(=O)c1c(C)[nH]c(C(=O)OCc2ccc(F)cc2)c1C	5%
C#CC[N+](CC)(CC)CC#Cc1cccc(Cl)c1	6%
Cc1nnc(NC2=NCCC2)o1	15%
CCCc1nnc(SCC(=O)Nc2ccc(OCC)cc2)n1N	-15%
CCn1c(C)cc(/C=C2\NC(=O)N(CC(=O)Nc3cccc(C)c3)C2=O)c1C	9%
CCCS(=O)(=O)N1CCCC(C(=O)NCc2ccc3c(c2)OCO3)C1 (stereo not drawn)	-8%
Cc1c(=O)n(OCc2ccccc2)c2ccccc2[n+]1[O-]	-33%
COc1ccc(C2=C(NCCc3ccc(S(N)(=O)=O)cc3)c3ccccc3C2=O)cc1	12%

Some of the entries so far, as labelled records.
> C#CC[N+](CC)(CC)CC#Cc1cccc(Cl)c1
  mouse EphA4 binding: 6%
> COC(=O)c1c(C)[nH]c(C(=O)OCc2ccc(F)cc2)c1C
  mouse EphA4 binding: 5%
> CCCc1nnc(SCC(=O)Nc2ccc(OCC)cc2)n1N
  mouse EphA4 binding: -15%
> COc1cccc(CC(NC(C)=O)C(=O)NC2CCN(c3nnnn3-c3ccccc3)CC2)c1 (stereo not drawn)
  mouse EphA4 binding: -8%

Other records.
SMILES	mouse EphA4 binding
COC(=O)c1c(NC(NC(=O)C(C)(C)C)C(Cl)(Cl)Cl)sc2c1CCC2 (stereo not drawn)	-6%
Clc1ccc(-c2csc3ncnc(NCCN4CCOCC4)c23)cc1	-3%
COc1ccccc1NC(=O)c1cc2ccc(O)cc2o/c1=N\O	-16%
O=C(CNC(=O)c1ccco1)Nc1ccc(S(=O)(=O)N2CCCC2)cc1	-8%
COC(=O)c1ccccc1NC(=O)C1CC(=O)N(C2CCCCC2)C1 (stereo not drawn)	-13%
COC(=O)CN(n1cnnc1)S(=O)(=O)c1ccccc1	0%
c1ccc2c(c1)ccc1nnc(SCc3ccc4c(c3)OCCO4)n12	-12%
C=CCN1C(=O)/C(=C/c2c(NC)nc3ccccn3c2=O)SC1=S	0%
CCSc1nnc(-c2ccc(Cl)cc2Cl)o1	-20%
CC(C)CC1C(C#N)=C(N)SC(N)=C1C#N	13%
Fc1ccc(C(c2nnnn2C2CCCC2)N2CCN(Cc3ccncc3)CC2)cc1 (stereo not drawn)	-20%
Cc1ccc(C2(CC(=O)N3CCCC3)CCOC(C(C)C)C2)cc1 (stereo not drawn)	-6%
O=C(COC(=O)C1CCCN1C(=O)c1cccs1)Nc1ccc2c(c1)OCO2 (stereo not drawn)	-13%
O=C(CSC1=NCCS1)Nc1ccccc1F	10%
Cc1ccc(Oc2nc3ccccc3n3c(C)nnc23)cc1	-1%
CN1CCN(S(=O)(=O)c2ccc(C(=O)Nc3ccccc3)cc2)CC1	-1%
CC(=O)c1cccc(NC(=O)Cc2ccc3c(c2)CCCC3)c1	3%
CCOc1ccccc1NC(=O)COc1c(C)cc(C)cc1C	-8%
C=CCN1C(=O)/C(=C\c2ccc(C=O)cc2)SC1=S	-7%
Cc1cc2ncn(C(=O)c3ccc([N+](=O)[O-])cc3)c2cc1C	-7%

5 of the compounds above, bar-delimited:
Structure | mouse EphA4 binding
COc1cccc(-c2nnc3sc(C4CCCCC4)nn23)c1 | -13%
CCOC(=O)C1(C(=O)O)NC(=O)CC1c1ccccc1 (stereo not drawn) | 0%&7%
O=C(CSC1=NCCS1)Nc1ccccc1F | 10%
C#CC[N+](CC)(CC)CC#Cc1cccc(Cl)c1 | 6%
CCOc1ccccc1NC(=O)CC1NCCNC1=O (stereo not drawn) | -14%

(further entries)
SMILES	mouse EphA4 binding
CCCCSc1nc(C)cc(SCC(=O)N/N=C/c2cccc(OC)c2O)n1	-8%
CCN(CCO)Cc1csc2cccc(Br)c12	-6%
Cc1cccc(NC2=NCC(=O)N2CCc2ccccc2)c1	-11%
CC1CCC(NC(=O)CN2CCCN(Cc3ccc(F)cc3Cl)C2=O)CC1 (stereo not drawn)	-11%
CCCCOc1cccc(C(=O)N2CCN(c3ccc([N+](=O)[O-])cc3)CC2)c1	3%
CSc1ccc(S(=O)(=O)N(CC(=O)Nc2ccc(C)cc2C)c2ccc(C)cc2)cc1	-7%
CSc1nc(C)cc(SCCO)n1	-18%
